# Pf growth 96h: Primary qHTS for delayed death inhibitors of the malarial parasite plastid, 96 hour incubation | P. falciparum luciferase reporter growth, 96 h | Potency, µM (titrated, usually from 28.7 µM), for inactives: at the top dose activity change, negative = inhibition, most hits filed as inhibitors | hit rate 6.9% among 320,000; further: potency means the concentration at half of the fitted maximal effect; on the % scale 0 is the no-effect control and ±100 the full control effect
#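 P. falciparum expressing integrated firefly luciferase, in erythrocytes at 2% hematocrit, 0.05% parasitemia, incubated with compounds 96 h at 37 C, 5% CO2. Growth inhibition read as loss of luminescence; two-generation exposure targets delayed-death apicoplast inhibitors.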
# Pf growth 48h: Primary qHTS for delayed death inhibitors of the malarial parasite plastid, 48 hour incubation | P. falciparum luciferase growth in erythrocytes, 48 h | Potency, µM (doses to about 28.7 µM), inactives show at the highest dose activity change, negative = inhibition, usual class: inhibitors | hit rate 5.9% among 310,000 | AID 504832, 2011; further: potency means the concentration at half of the fitted maximal effect; on the % scale 0 is the no-effect control and ±100 the full control effect
#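 Cell-based growth assay: transgenic P. falciparum expressing firefly luciferase, cultured in red cells within RPMI 1640 containing 0.5% w/v Albumax, 24 mM bicarbonate and gentamycin. A drop in luciferase activity indicates inhibition.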
# CHX counter: Cycloheximide Counterscreen for Small Molecule Inhibitors of Shiga Toxin. cell reporter, cycloheximide protein synthesis inhibition counterscreen. max response, %. hit rate 12% among 300,000; in the data active means max response mostly above about 13%, no sharp cut-off; inactive means mostly below about 14%; further: read at 38.3 µM for the half of the compounds with a filed dose; 0% is about no effect
# Giardia FBPA inh: qHTS Assay for Inhibitors of Fructose-1,6-bisphosphate Aldolase from Giardia Lamblia; purified Giardia FBPA; hit rate 0.71% among 290,000; Potency, µM (highest dose often 59.6 µM), for inactives: top-dose activity, negative = inhibition, actives largely listed as inhibitors; further: potency means the concentration at half of the fitted maximal effect; on the % scale 0 is the no-effect control and ±100 the full control effect; nearly all actives have a fitted effect of over 55% in size
# Target sequence (A8B2U2 whole entry, looked up): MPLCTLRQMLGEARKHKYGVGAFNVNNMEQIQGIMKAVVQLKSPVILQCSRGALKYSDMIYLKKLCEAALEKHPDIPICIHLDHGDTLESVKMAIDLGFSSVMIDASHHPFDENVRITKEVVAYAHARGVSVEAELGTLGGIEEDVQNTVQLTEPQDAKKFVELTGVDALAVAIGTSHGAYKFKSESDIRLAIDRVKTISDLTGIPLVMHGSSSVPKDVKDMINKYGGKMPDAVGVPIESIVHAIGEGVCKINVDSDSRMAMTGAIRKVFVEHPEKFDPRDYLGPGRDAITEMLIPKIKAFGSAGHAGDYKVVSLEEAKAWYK
#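 40 nM FBPA preincubated 10 min at RT with compound (up to 57.5 uM final), then substrate plus GAPDH/TPI/NAD/arsenate coupling and diaphorase/resazurin added. Fluorescence read after 20 min at RT, 525/598 nm.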
# Shiga inhibitor: A qHTS for Small Molecule Inhibitors of Shiga Toxin; hit rate 9.2% among 290,000; inhibition, % at 38.7 µM; Vero cells, Shiga toxin protein synthesis inhibition reporter; AID 2315, 2010; in the data active means inhibition mostly above about 28%, no sharp cut-off; inactive means mostly below about 43%; further: 0% is about no effect
# HCV inhibitor: qHTS Assay for Inhibitors of Hepatitis C Virus (HCV); Potency, µM (series often up to 41.8 µM), for inactives: at the highest dose activity change, negative = inhibition, usual class: inhibitors; hit rate 3.4% among 340,000; Huh7.5.1 HCVcc-Cre infection, luciferase reporter, 44 h; further: potency means the concentration at half of the fitted maximal effect; on the % scale 0 is the no-effect control and ±100 the full control effect
#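 1,000 cells/well; 4 h culture; + compound; + HCVcc-Cre (~0.5 moi); 44 h; luciferase substrate, RT 15 min; read 15 sec.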
# The depositor's hits bear a star; ? = inconclusive; / = no result given; & = joins results of further samples; [ ] = remark or other dose. Unless noted, the call rests on the fitted dose curve; in most records, active means well fitted curve in the direction sought with a large enough effect; inconclusive means small, poorly fitted or top-dose-only effect, or another doubt; inactive means no such curve, though single readings can be large; an effect the other way counts as inactive or inconclusive.
SMILES	Pf growth 96h	Giardia FBPA inh	HCV inhibitor	CHX counter	Shiga inhibitor	Pf growth 48h
COc1ccc(NCC(=O)N/N=C/c2c(C)nn(Cc3ccccc3)c2Cl)cc1	?	?	-22%	16	9	?
CSc1nc2nc3c(cc2c(=O)n1-c1ccc(C)cc1)COC(C)(C)C3	-8%	?	-15%	0	-1	-10%
CC(=O)c1ccc(N2Cc3ccccc3/C2=N\C(=O)Nc2ccccc2)cc1	120%[activator]	5%	-7%	28*	43	76%[activator]
COc1cc(CN2C(=S)NC(C)(C)CC2(C)O)cc(OC)c1 (stereo unspecified)	22%	-3%	10%	11	5	11%
Brc1ccccc1OCCCCCN1CCOCC1	1%	?	?	29*	135*	41%[activator]
O=C(CN1C(=O)c2ccccc2S1(=O)=O)c1ccc(F)c(F)c1	0%	2%	11%	3	-7	23%
CN(C)C(=O)[C@H]1C[C@H]1[C@@H](O)[C@H](CO)NC(=O)[C@H](Cc1ccccc1)NC(=O)OC(C)(C)C	-26%	9%	12%	-2	-8	15%
O=C(COC(=O)C(O)c1ccccc1)c1ccc2c(c1)OCCO2 (stereo unspecified)	22%	-1%	6%	32*	103*	20%
COc1ccccc1N(CC(=O)NCCN1CCOCC1)S(=O)(=O)c1ccccc1	-27%	-2%	23%	-3	8	31%
O=C(Nc1ccc2c(c1)S(=O)(=O)N=C1CCCCCN12)c1ccccc1Cl	?	-7%	-8%	3	3	?
O=C(CCCCn1c(=O)[nH]c2ccccc2c1=O)N1CCN(c2cccc(C(F)(F)F)c2)CC1	?	-1%	11µM*	-4	22	?
Cc1[nH]n(-c2ccccc2)c(=O)c1C=NC1CCCCC1	-13%	1%	0%	14*	49*	27%
Cn1c(=O)[nH]c(=O)c2c1nc(N1CCOCC1)n2CCSc1nnnn1-c1ccccc1	-12%	0%	1%	0	-15	14%
Cc1ccc(C)n1-c1ccc(N2CCOCC2)c([N+](=O)[O-])c1	?	-14%	-6%	-1	23	?
CCc1sc(N(C(=O)Cc2ccccc2)c2ccccc2)nc1-c1ccccc1	/	-1%	17%	-4	-11	13µM*
Cc1cccc2cc(/C=N/NC(=O)c3ccccc3O)c(Cl)nc12	?	-13%	10%	-3	-9	0%
COC(=O)C1=C(C)N(Cc2ccccc2)C(=NCc2cc(OC)c(OC)c(OC)c2)N[C@H]1c1cccc(F)c1	10µM*	-6%&-2%	1%	-4&0	1&-4	10µM*
CCCS(=O)(=O)N1CCN(C2Cc3ccccc3C2)CC1	56%[activator]	?	7%	-1	-5	135%[activator]
COc1ccc(OC)c(N(CC(=O)NCc2ccncc2)S(C)(=O)=O)c1	8%	5%	18%	-4	5	14%
Cc1ccc2nc(N(CCCN(C)C)C(=O)CS(=O)(=O)c3ccccc3)sc2c1	13%	/	?	/	/	9%
Cc1ccc(OCC(=O)N2CCN(C(=O)CCC3CCCC3)CC2)cc1	19%	0%	8%	-1	5	-12%
COc1ccc(CC(=O)OCC(=O)N2CCc3ccccc32)cc1OC	-12%	/	12%	/	/	3%
CCOc1ccc(NC(=O)N(CCC(C)C)C2CCN(C(C)=O)CC2)cc1	?	-8%	/	1	1	/
COc1ccc2c(c1OC)C(=O)N1N=C(c3ccc(Cl)cc3)CC21 (stereo unspecified)	-16%	5%	-14%	13*	8	5.9µM*
CCOC(=O)C1CCN(S(=O)(=O)c2ccc(OCC(=O)OC)cc2)CC1	-2%	3%	-6%	-1	-6	-3%
O=C(C1CCC(CNS(=O)(=O)c2cccs2)CC1)N1CCN(c2ccc(Cl)cc2)CC1 (stereo unspecified)	177%[activator]	/	3.5µM*	1	-6	-18%
COc1ccc(N(C(=O)COc2ccccc2OC)S(=O)(=O)c2ccc(C)cc2)cc1	37%[activator]	-8%	-7%	-6	-10	16%
Clc1ccc(-c2ccnc(Oc3ccc4ccccc4c3)n2)cc1	51%[activator]	-3%	4%	-3	-5	-6%
O=C(c1ccc(Cl)cc1)C1CCCN(Cc2ccc3nonc3c2)C1 (stereo unspecified)	10µM*	-3%	22µM*	1	21	0%
COc1ccnc(Oc2ccc(F)cc2)c1-c1ncn[nH]1	71%[activator]	1%	-15%	-6	-9	355%[activator]

# Given field by field: entries from further up
SMILES: Cc1ccc(OCC(=O)N2CCN(C(=O)CCC3CCCC3)CC2)cc1
  Pf growth 96h = 19% | Giardia FBPA inh = 0% | HCV inhibitor = 8% | CHX counter = -1 | Shiga inhibitor = 5 | Pf growth 48h = -12%
SMILES: CCOc1ccc(NC(=O)N(CCC(C)C)C2CCN(C(C)=O)CC2)cc1
  Pf growth 96h = ? | Giardia FBPA inh = -8% | HCV inhibitor = / | CHX counter = 1 | Shiga inhibitor = 1 | Pf growth 48h = /
SMILES: COc1ccc(CC(=O)OCC(=O)N2CCc3ccccc32)cc1OC
  Pf growth 96h = -12% | Giardia FBPA inh = / | HCV inhibitor = 12% | CHX counter = / | Shiga inhibitor = / | Pf growth 48h = 3%
SMILES: Clc1ccc(-c2ccnc(Oc3ccc4ccccc4c3)n2)cc1
  Pf growth 96h = 51%[activator] | Giardia FBPA inh = -3% | HCV inhibitor = 4% | CHX counter = -3 | Shiga inhibitor = -5 | Pf growth 48h = -6%

# Continued.
SMILES	Pf growth 96h	Giardia FBPA inh	HCV inhibitor	CHX counter	Shiga inhibitor	Pf growth 48h
COc1ccccc1N1CCN(C(=O)c2cn(Cc3ccccc3)nc2-c2cccnc2)CC1	9.3µM*	/	?	/	/	?
O=C(NCc1ccco1)c1cc2c(s1)CSC2	?	-11%	-8%	-1	13	0%
Cc1c(O)ccc(-c2n[nH]c(C(=O)O)c2-c2nc3ccccc3s2)c1O	64%[activator]	0%	-11%	23*	59*	47%[activator]
CC1(C)CC(=O)C/C(=N\NC(=O)C2CC23CCC3)C1 (stereo unspecified)	?	-1%	16%	-2	18	-10%
COC(=O)C1=C(C)Nc2c(c(=O)n(C)c(=O)n2C)C1c1cccc(O)c1 (stereo unspecified)	0%	2%	14%	-3	9	0%
O=S(=O)(c1cnc(Cl)c(Br)c1)N1CCN(c2ncccn2)CC1	?	3%	-8%	-2	-5	74%[activator]
COc1ccc(N(CC(=O)NC2CCCC2)C(=O)CS(=O)CC(=O)Nc2ccc3c(c2)OCO3)cc1 (stereo unspecified)	?	7%	-1%	-3	-16	17%
CSc1ccc(S(=O)(=O)Nc2ccc(OCC(=O)N3CCOCC3)cc2)cc1	-7%	6%	14%	-3	-12	-8%
O=c1c2ccccc2c(/C=N/n2cnnc2)c(O)n1-c1ccccc1	16%	3%	4%	1	2	6%
CCC(=O)Nc1cc(C(C)(C)C)ccc1C(C)=O	-16%	7%	10µM*	-6	6	-6%
CCCN1CCN(CCCNC(=O)Cn2nc(C)n3c(cc4cc(F)ccc43)c2=O)CC1	28%	2%	-3%	7	-6	36%[activator]
O=C(Nc1ccc2c(c1)CCC2)c1cc(=O)[nH]c2ccccc12	73%[activator]	6%	?	-1	-5	55%[activator]
O=c1[nH]c(C(F)(F)F)nc2ccccc12	-4%	-8%	?	-4	-19	/
CSc1nc2sc3c(c2c(=O)[nH]1)CC(C)(C)OC3	-20%	-12%	-2%	7	/	?
CCn1c(O)c(C=C2N=c3ccccc3=N2)sc1=S	63%[activator]	0%	-2%	4	9	-12%
CCOC(=O)CNc1ccc2c(c1)OCO2	228%[activator]	?	?	15	-5	?
COc1ccc(C(=O)N2CCOC2CNC(=O)C(=O)NCc2ccc(F)cc2)cc1 (stereo unspecified)	0%	/	5%	-2	-6	49%[activator]
C=CCn1c(COc2ccc3c(c2)CCCC3)nnc1SCC(=O)Nc1cccc(SC)c1	-7%	-3%	11µM*	47*	58*	-22%
CCc1nc(SCC(=O)Nc2nnc(CC)s2)c2c(C)c(C)sc2n1	28%	0%	-13%	-3	-4	53%[activator]
Cc1cc2c(o1)CC(C)(C)CC2=O	0%	3%	11%	1	21	316%[activator]
Cc1ccc(N(C(=O)c2snc(C(N)=O)c2N)C(C(=O)NC2CCCC2)c2ccncc2)cc1 (stereo unspecified)	18%	0%	-6%	11	2	?
CC(=O)n1cc([C@@H]2C=C(C(=O)O)O[C@H](OCc3ccc(CO)cc3)C2)c2ccccc21	22%	-1%	10%	6	-13	16%
COc1ccccc1-n1cnc2c(c1=O)c1nc3ccccc3nc1n2CCc1ccccc1	42%[activator]	1%	4%	-6	-12	44%[activator]
O=C(COC(=O)CCCOc1ccc(Cl)cc1Cl)NCc1ccccc1	-11%	-1%	38%[activator]	-4	-11	26%
CC12CCC(C(=O)N(NC(=O)c3ccccc3Cl)C1=O)C2(C)C (stereo unspecified)	-4%	10%	-3%	0	-5	31%[activator]
O=C(Nc1cccc(NC(=O)c2c(F)cccc2F)n1)c1c(F)cccc1F	-21%	12%	6%	-1	-5	/
O=C(c1ccc(Cl)c(S(=O)(=O)N2CCOCC2)c1)N1CCN(c2ccccc2)CC1	?	/	-30%	-1	-12	-8%
Cc1cccc(NC(=O)CC2SC(=NC3CCCCC3)NC2=O)c1 (stereo unspecified)	0%	3%	12%	-2	-12	?
Cc1cc(NC(=O)CSc2nc(-c3ccco3)cc(C(F)(F)F)n2)n(-c2ccccc2)n1	-3%	-1%	32µM*	-2	-9	?
CN(c1ccc(C(=O)NCCc2ccccc2)cc1)S(C)(=O)=O	176%[activator]	-1%	-1%	21*	68*	/
CC(C)NCC(O)COCCOc1ccc(Br)cc1 (stereo unspecified)	-17%	0%	7%	-2	-3	-10%
COC(=O)c1ccc(Cc2ccc(C(=O)OC)o2)o1	27%	11%	9%	-2	-6	13%
O=S(=O)(NCCC1=CCCCC1)c1ccc(Br)cc1	-7%	/	-2%	-3	-4	8%
COCC(=O)N1CCC(Oc2ccc(C(=O)N3CCCCCCC3)cc2)CC1	?	3%	4%	-2	18	?
CCOC(=O)C1CCCN(Cc2ccc(OC)c(OCc3ccccc3)c2)C1 (stereo unspecified)	?	-24%	2%	-2	-5	1%
O=CN1CCN(C(=O)c2ccc(Br)o2)CC1	-9%	3%	4%	1	17	4%
Cc1ccc2c(=O)cc(C(F)F)oc2c1	-14%	1%	6%	3	-2	/
CC1CCN(C(=O)Cn2nc(C(F)(F)F)c3c2CCCC3)CC1	?	5%	-3%	2	27	0%
CCC1(CC)N([O-])C(C)=C(c2ccccc2)[N+]1=O	42%	2%	13%	-3	-4	1%
COc1ncnc2c1N[C@@](C)(O)c1c(F)c(F)c(F)c(F)c1S2	/	1%	1%	11	45	30%[activator]
CCC1C2CN(C(C)=O)CC=C2C(C#N)=C(N)C1(C#N)C#N (stereo unspecified)	16%	?	2%	-1	-20	-18%
Cc1cc(C(F)(F)F)nc(NCc2cccnc2)n1	?	2%	1%	-2	10	?
Cn1c(NC(=O)c2ccc(F)cc2)c(-c2ccccn2)c(=O)c2ccccc21	29%	-9%	-2%	13	10	12%
CCOc1ccc(-c2[nH]nc3c2C(c2ccc(O)cc2)C(C#N)=C(N)O3)cc1 (stereo unspecified)	/	-8%	8%	8	37	-5%
O=C(NCCOc1ccccc1)C1CCCN1C(=O)c1cccs1 (stereo unspecified)	/	0%	9%	-5	-5	9%
CCc1nccn1S(=O)(=O)c1cc(C)c(OC)cc1C	/	-16%	7%	-2	-11	16%
CN1C(C(=O)Nc2ccccn2)=C(O)c2sc(Cl)cc2S1(=O)=O	4%	4%	-1%	5	13	25%
C=CCOc1ccc(/C=C/C(=O)OCC(=O)NC(C)c2ccc(F)cc2)cc1 (stereo unspecified)	11%	/	9%	/	/	0%
CCC(=O)NCCc1cc2ccc(C)cc2[nH]c1=O	11%	0%	?	2	8	23%
